# Assay outcomes from PubChem BioAssay.
# IDH1 mut inh – inhibitors of human IDH1 R132H | O75874 | IDH1 R132H reductase, diaphorase/resazurin fluorescence, 60 min | inhibition, % at 10 µM | hit rate 0.18% among 70,000 | AID 624101; in the data active means inhibition above about 34%;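 further: 0% = DMSO and 100% = no enzyme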
# PRC2 inh – blocks human EZH2/PRC2 H3K27 methylation. Q15910. inhibition, % at 12.5 µM. hit rate 0.35% among 57,000. AID 651548. DELFIA TRF, 1 h;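 active means mean inhibition of replicates at least 50% and every single replicate also reaching 50%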;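 further: dimethyl H3K27 on biotinylated H3 21-44 peptide detected by antibody; plate controls were median neutral control wells for no effect and median positive control wells for full effect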
# Target sequence (Q15910 whole entry, looked up): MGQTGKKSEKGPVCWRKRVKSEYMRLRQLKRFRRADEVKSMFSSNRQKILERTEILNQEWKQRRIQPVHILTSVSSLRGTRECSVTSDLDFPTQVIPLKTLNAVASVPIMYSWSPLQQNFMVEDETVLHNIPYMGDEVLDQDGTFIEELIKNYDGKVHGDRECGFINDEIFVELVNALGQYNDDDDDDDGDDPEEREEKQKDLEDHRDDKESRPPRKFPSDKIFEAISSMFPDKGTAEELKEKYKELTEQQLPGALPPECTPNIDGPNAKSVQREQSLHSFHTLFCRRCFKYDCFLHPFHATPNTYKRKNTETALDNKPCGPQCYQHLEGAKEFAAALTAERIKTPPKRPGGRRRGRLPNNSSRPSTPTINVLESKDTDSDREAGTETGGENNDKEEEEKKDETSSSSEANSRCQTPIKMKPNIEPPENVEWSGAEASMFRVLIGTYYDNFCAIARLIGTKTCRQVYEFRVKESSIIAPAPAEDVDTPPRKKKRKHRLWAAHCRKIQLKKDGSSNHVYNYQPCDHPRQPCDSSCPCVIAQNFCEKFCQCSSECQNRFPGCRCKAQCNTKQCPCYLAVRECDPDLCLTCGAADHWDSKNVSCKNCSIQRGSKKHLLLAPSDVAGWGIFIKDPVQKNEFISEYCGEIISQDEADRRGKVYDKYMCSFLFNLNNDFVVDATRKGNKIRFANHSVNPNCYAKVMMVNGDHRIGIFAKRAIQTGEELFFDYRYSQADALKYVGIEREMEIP
# The depositor's hits bear a star; / = not tested or not shown; & = joins results of further samples. These rows are one share of the data (hit frequency here may not be typical).
# The line under a structure holds: IDH1 mut inh, PRC2 inh
> COc1ccc(S(=O)(=O)Nc2ccc3c(c2)C(=O)N([C@H](C)CO)C[C@@H](C)[C@@H](CN(C)Cc2ccncc2)OCCCC[C@@H](C)O3)cc1
 : 11.8, /
> Cc1ccc(S(=O)(=O)NCC[C@H]2CC[C@@H](NC(=O)c3cccnc3)[C@@H](CO)O2)cc1
 : -0.1, 2.3
> Cc1noc(C)c1NC(=O)Nc1ccc2c(c1)C(=O)N([C@@H](C)CO)C[C@H](C)[C@@H](CN(C)S(=O)(=O)c1cn(C)cn1)OCCCC[C@H](C)O2
 : 1.3, /
> Cc1cccc(-n2c(SCC(=O)O)nnc2-c2cccs2)c1C
 : 0.5, 9.8
> C[C@@H]1CN([C@@H](C)CO)C(=O)Cc2cc(NS(=O)(=O)c3ccc(F)cc3)ccc2O[C@H]1CN(C)C(=O)Nc1cccc2ccccc12
 : 0.7, /
> Cc1ccc(S(=O)(=O)N(C)C[C@H]2Oc3ccc(NS(=O)(=O)c4c(C)noc4C)cc3CC(=O)N([C@@H](C)CO)C[C@@H]2C)cc1
 : -10.8, /
> C[C@H](CO)N1C[C@H](C)[C@H](CN(C)C(=O)C2CCC2)Oc2cc(-c3cccnc3)ccc2S1(=O)=O
 : /, 1.7
> O=C(Cn1cc(C(=O)c2ccccc2F)c2ccccc21)Nc1cccc(C(F)(F)F)c1
 : 0.3, 1.9
> C[C@@H]1CN([C@@H](C)CO)C(=O)c2cc(NC(=O)c3ccncc3)ccc2O[C@@H]1CN(C)Cc1ccccc1
 : -0.5, -7.5
> Cc1noc(C)c1S(=O)(=O)Nc1ccc2c(c1)C(=O)N([C@H](C)CO)C[C@@H](C)[C@@H](CN(C)C(=O)c1ccncc1)OCCCC[C@@H](C)O2
 : 0.3, /
> COCCNC(=O)C[C@@H]1C[C@@H]2c3cc(NC(=O)c4cccnc4)ccc3O[C@@H]2[C@@H](CO)O1
 : -0.7, -6.9
> O=C(C[C@@H]1C[C@@H]2c3cc(NC(=O)Nc4ccc(F)cc4)ccc3O[C@@H]2[C@H](CO)O1)NC1CCCC1
 : -0.7, 7.6
> C[C@@H]1CN([C@@H](C)CO)C(=O)c2cc(NC(=O)Cn3cnnn3)ccc2O[C@H]1CN(C)Cc1ccc(Oc2ccccc2)cc1
 : -1.6, -2.4
> COc1ccc(N(CC(=O)Nc2cccc(SC)c2)S(C)(=O)=O)cc1Cl
 : -0.6, 2.7
> C[C@@H]1CN([C@H](C)CO)S(=O)(=O)c2ccc(C#C[C@@H](C)O)cc2O[C@@H]1CN(C)Cc1ccncc1
 : 26.3, 5.0
> CO[C@H]1CN(C)C(=O)c2ccc(NC(C)=O)cc2OC[C@@H](C)N(Cc2nccs2)C[C@H]1C
 : 0.1, 3.3
> CCC(=O)Nc1ccc2c(c1)C(=O)N(C)C[C@@H](OC)[C@@H](C)CN(CCc1ccccc1)[C@H](C)CO2
 : -0.6, -19.9
> O=C(CN1CCOCC1)NCC[C@@H]1CC[C@@H](NC(=O)Nc2ccc(C(F)(F)F)cc2)[C@H](CO)O1
 : -0.3, -0.8
> C[C@H]1CN([C@@H](C)CO)C(=O)c2cc(C3=CCCC3)cnc2O[C@@H]1CN(C)Cc1ccccc1F
 : -0.4, -1.0
> CO[C@H]1CN(C)C(=O)c2cc(NS(C)(=O)=O)ccc2OC[C@@H](C)N(Cc2ccccc2)C[C@@H]1C
 : -0.4, 6.1
> CC(C)[C@H](NC(=O)OCc1ccccc1)C(=O)N[C@H](C=O)Cc1ccccc1
 : 9.3, -11.9
> C[C@H](CO)N1C[C@H](C)[C@H](CN(C)Cc2cncnc2)Oc2cc(-c3ccccc3F)ccc2S1(=O)=O
 : -0.2, /
> Cc1ccc(-c2cnc3c(c2)C(=O)N([C@H](C)CO)C[C@H](C)[C@H](CN(C)C)O3)cc1
 : 0.5, 8.2
> COc1ccc(CO[C@H]2O[C@H](CO)[C@@H](O)[C@H](O)[C@H]2NC(C)=O)c2cc(C)oc12
 : 0.3, -8.9
> CCCN(C)C[C@@H]1Oc2cc(C#Cc3ccccc3)ccc2S(=O)(=O)N([C@@H](C)CO)C[C@@H]1C
 : -1.1, -5.0
> C[C@@H]1CN([C@@H](C)CO)C(=O)Cc2cc(NC(=O)Nc3cccc4ccccc34)ccc2O[C@@H]1CN(C)Cc1ccc(C(=O)O)cc1
 : -6.5, /
> O=C(Nc1ccccc1F)N[C@H]1CC[C@H](CCNC(=O)C2CC2)O[C@@H]1CO
 : 0.3, 3.2
> C[C@@H]1CN([C@@H](C)CO)S(=O)(=O)c2ccc(/C=C/c3ccccc3)cc2O[C@H]1CN(C)C(=O)CN1CCOCC1
 : -0.4, -11.9
> COc1ccccc1Nc1ncnc2c1cnn2Cc1ccccc1
 : 1.3, /
> CNC[C@H]1OCCCC[C@@H](C)Oc2ccc(NS(=O)(=O)c3ccccc3)cc2C(=O)N([C@H](C)CO)C[C@H]1C
 : 1.6, -3.7
> COC(=O)c1c(NC(=S)Nc2ccn(C)n2)sc(C(=O)N(C)C)c1C
 : 0.1, -3.9
> C[C@@H]1CN([C@@H](C)CO)C(=O)c2cc(C#CC(C)(C)O)cnc2O[C@@H]1CN(C)Cc1cccc(F)c1
 : -0.4, -2.3
> COc1ccc(CCNc2nc(N3CCOCC3)nc(N3CCOCC3)n2)cc1OC
 : -0.5, -7.3
> CCCC(=O)Nc1ccc2c(c1)C(=O)N(C)C[C@@H](OC)[C@@H](C)CN(C(=O)CN(C)C)[C@@H](C)CO2
 : 0.5, 0.2
> CN(C)CCCNC(=O)C[C@@H]1C=C[C@H](NS(=O)(=O)c2ccccc2)[C@H](CO)O1
 : -0.5, -4.8
> COc1ccccc1-c1cn(CC[C@H]2CC[C@@H](NC(=O)C3CCCCC3)[C@@H](CO)O2)nn1
 : -0.2, 24.4
> C[C@@H]1CN([C@@H](C)CO)C(=O)Cc2cc(NS(=O)(=O)c3cccs3)ccc2O[C@H]1CN(C)S(=O)(=O)c1ccc(Cl)cc1
 : 2.6, /
> CN(C)C(=O)c1ccc(-c2cccc(-c3nc(C(=O)N(C)C)cc4c3[C@H](CCO)N([S@@](=O)C(C)(C)C)C4)c2)cc1
 : 0.5, -3.3
> Cc1ccc(S(=O)(=O)N(C)C[C@@H]2Oc3c(NS(=O)(=O)c4ccccc4)cccc3C(=O)N([C@H](C)CO)C[C@@H]2C)cc1
 : 1.2, /
> C[C@H]1CN([C@@H](C)CO)S(=O)(=O)c2ccc(C#CC(C)(C)O)cc2O[C@H]1CN(C)Cc1ccncc1
 : -0.1, -5.1
> COc1ccc(NC(=O)Nc2ccc3c(c2)C(=O)N([C@@H](C)CO)C[C@H](C)[C@@H](CN(C)Cc2ccc(-c4ccccc4)cc2)O3)cc1
 : 1.9, /
> C[C@@H]1CCCCO[C@@H](CN(C)C(=O)Nc2ccc3c(c2)OCO3)[C@H](C)CN([C@H](C)CO)C(=O)c2cc(NC(=O)Nc3ccc4c(c3)OCO4)ccc2O1
 : 0.0, /
> O=C(N[C@H]1C=C[C@H](CC(=O)N2CCCCC2)O[C@@H]1CO)c1ccc2c(c1)OCO2
 : 0.1, -1.6
> Cc1noc(C)c1NC(=O)N(C)C[C@H]1Oc2ccc(NC(=O)Nc3ccc(F)cc3)cc2CC(=O)N([C@@H](C)CO)C[C@H]1C
 : 0.5, /
> O=C(N[C@H]1C=C[C@H](CC(=O)N2CCOCC2)O[C@H]1CO)c1cccc(F)c1
 : 0.1, -3.8
> Cc1c(Cl)cccc1NC(=O)CN(c1ccc(F)cc1)S(C)(=O)=O
 : -0.4, -2.5
> C[C@@H]1CN([C@@H](C)CO)C(=O)c2cc(N(C)C)ccc2O[C@@H]1CN(C)Cc1ccc(Oc2ccccc2)cc1
 : /, -5.3
> C/C=C/[C@H](CCn1cc(CCO)nn1)[Si](C)(C)c1ccc(OC)cc1
 : -1.3, 26.8
> O=C(NN=C1CCCCCC1)c1ccccn1
 : 0.3, 4.7
> NC(=O)[C@]1(CCS(=O)(=O)c2ccccc2)N=C(c2ccc(OCCCO)cc2)O[C@@H]1c1ccccc1
 : /, -7.8

# (list continues)
# The line under a structure holds: IDH1 mut inh, PRC2 inh
> CCc1ccc2c(c1)C(O)(CC(=O)c1ccco1)C(=O)N2 (stereo not drawn)
 : 2.5, /
> C[C@@H]1CCCCO[C@@H](CN(C)C(=O)CCCN(C)C)[C@H](C)CN([C@@H](C)CO)C(=O)c2cc(NS(=O)(=O)c3ccccc3)ccc2O1
 : 4.1, /
> C[C@@H]1CCCCO[C@@H](CN(C)Cc2ccccc2)[C@@H](C)CN([C@@H](C)CO)C(=O)c2cc(NS(=O)(=O)c3cccs3)ccc2O1
 : 0.3, /
> O=C(Cc1cccnc1)N[C@@H]1CC[C@@H](CCNS(=O)(=O)c2ccccc2Cl)O[C@H]1CO
 : 0.0, 7.8
> COc1ccc(S(=O)(=O)N(C)C[C@H]2OCCCC[C@H](C)Oc3ccc(NS(=O)(=O)c4cn(C)cn4)cc3C(=O)N([C@H](C)CO)C[C@H]2C)cc1
 : -9.3, /
> CO[C@@H]1CN(C)C(=O)c2cc(NS(=O)(=O)c3ccccc3)ccc2OC[C@@H](C)N(C(=O)NC(C)C)C[C@@H]1C
 : -0.1, -11.1
> C[C@@H]1CN([C@@H](C)CO)C(=O)c2cc(NS(=O)(=O)c3ccc(Cl)cc3)ccc2O[C@@H]1CN(C)CC1CCCCC1
 : 0.1, 1.8
> COc1ccc(CN(C)C[C@H]2OCCCC[C@H](C)Oc3ccc(NS(=O)(=O)c4ccc(OC)cc4)cc3C(=O)N([C@@H](C)CO)C[C@H]2C)cc1
 : -0.8, /
> CC(C)c1ncc2c(n1)-c1cc(Cl)ccc1SC2
 : 5.2, 12.3
> Cc1noc(C)c1S(=O)(=O)N(C)C[C@H]1OCCCC[C@H](C)Oc2ccc(NC(=O)Cc3ccccc3)cc2C(=O)N([C@@H](C)CO)C[C@@H]1C
 : 1.7, /

# 4 entries out of the list, arranged by heavy-atom count, low to high.
# The line under a structure holds: IDH1 mut inh, PRC2 inh
> COc1ccccc1Nc1ncnc2c1cnn2Cc1ccccc1
 : 1.3, /
> COc1ccc(CO[C@H]2O[C@H](CO)[C@@H](O)[C@H](O)[C@H]2NC(C)=O)c2cc(C)oc12
 : 0.3, -8.9
> C[C@H](CO)N1C[C@H](C)[C@H](CN(C)C(=O)C2CCC2)Oc2cc(-c3cccnc3)ccc2S1(=O)=O
 : /, 1.7
> C[C@@H]1CCCCO[C@@H](CN(C)C(=O)Nc2ccc3c(c2)OCO3)[C@H](C)CN([C@H](C)CO)C(=O)c2cc(NC(=O)Nc3ccc4c(c3)OCO4)ccc2O1
 : 0.0, /

# Next entries follow:
# The line under a structure holds: IDH1 mut inh, PRC2 inh
> Cc1ccc(S(=O)(=O)Nc2ccc3c(c2)C(=O)N([C@@H](C)CO)C[C@H](C)[C@@H](CN(C)CC2CC2)OCCCC[C@H](C)O3)cc1
 : 0.8, 5.6
> O=C(N[C@H]1C=C[C@@H](CC(=O)N2CCCCC2)O[C@@H]1CO)c1cccc(F)c1
 : -0.8, 5.4
> C[C@@H]1CCCCO[C@H](CN(C)C(=O)Cc2ccccc2)[C@@H](C)CN([C@@H](C)CO)C(=O)c2cc(NC(=O)Cc3ccccc3)ccc2O1
 : 1.0, /
> C[C@@H]1CCCCO[C@H](CN(C)C(=O)Nc2ccc3c(c2)OCO3)[C@@H](C)CN([C@H](C)CO)C(=O)c2cc(NS(=O)(=O)c3ccc(F)cc3)ccc2O1
 : 0.2, /
> COCC#Cc1ccc2c(c1)O[C@@H](CN(C)Cc1ccc(F)cc1)[C@H](C)CN([C@@H](C)CO)S2(=O)=O
 : -0.6, 16.6
> C[C@H]1CN([C@@H](C)CO)C(=O)c2cccc(NC(=O)C3CCCCC3)c2O[C@@H]1CN(C)Cc1ccccc1
 : 4.2, 1.9
> CO[C@H]1CN(C)C(=O)c2cc(NS(=O)(=O)c3ccccc3)ccc2OC[C@H](C)N(Cc2nccs2)C[C@@H]1C
 : -0.1, 2.8
> COCC(=O)Nc1ccc2c(c1)[C@@H]1C[C@H](CC(=O)OC)O[C@H](CO)[C@@H]1O2
 : 0.5, /
> C[C@@H]1CN([C@@H](C)CO)C(=O)c2cc(Br)cnc2O[C@H]1CN(C)C(=O)c1ccncc1
 : /, -3.9
> C[C@H]1CN([C@@H](C)CO)C(=O)c2cc(-c3ccc(F)cc3)cnc2O[C@H]1CN(C)C(=O)Cc1ccccc1
 : 0.7, 18.0
> COc1ccc(NC(=O)Nc2ccc3c(c2)CC(=O)N([C@@H](C)CO)C[C@@H](C)[C@H](CN(C)CC2CC2)O3)cc1
 : 3.2, /
> COC(=O)Nc1nc2ccc(SC(C)C)cc2[nH]1
 : 0.1, 3.0
> Cc1cccc(OCC(=O)Nc2cccc(-c3nc4ccccc4s3)c2)c1
 : -0.5, 22.1
> Cc1ccc(NC(=O)CC2NCCNC2=O)cc1C (stereo not drawn)
 : 0.2, -10.0
> CNC[C@H]1OCCCC[C@@H](C)Oc2ccc(NS(C)(=O)=O)cc2C(=O)N([C@H](C)CO)C[C@H]1C
 : 6.7, -4.8
> Cn1c(=O)c2c(ncn2CC(=O)NCc2ccccc2Cl)n(C)c1=O
 : 0.2, 0.7
> CC(C)CC#Cc1ccc2c(c1)O[C@H](CN(C)C(=O)Cc1ccccn1)[C@H](C)CN([C@H](C)CO)S2(=O)=O
 : 5.5, -12.6
> Cc1ccc(S(=O)(=O)N[C@H]2C=C[C@@H](CC(=O)NCc3ccncn3)O[C@H]2CO)cc1
 : 0.3, 6.1
> C[C@@H]1CN([C@@H](C)CO)C(=O)c2cc(/C=C/c3ccccc3)cnc2O[C@H]1CN(C)C(=O)C1CCC1
 : -1.2, -8.7
> C[C@H](CO)N1C[C@H](C)[C@@H](CN(C)Cc2ccncc2)Oc2c(NS(C)(=O)=O)cccc2C1=O
 : 2.1, -9.2&3.2
> Cc1ccc(S(=O)(=O)N(C)C[C@@H]2OCCCC[C@H](C)Oc3ccc(NS(=O)(=O)c4cn(C)cn4)cc3C(=O)N([C@@H](C)CO)C[C@@H]2C)cc1
 : -7.1, /
